Screening data (PubChem BioAssay)
PLC-gamma1 inh: blocks human PLC-gamma1 enzyme activity; 0.84% of 370,000 active; AID 720700; P19174; inhibition, % at 12.2 µM; purified PLC-gamma1, fluorogenic substrate, fluorescence; in the data active means inhibition above about 9.5%
hgDAF-12 ag: agonists of H. glycines DAF-12 nuclear receptor. HEK293 GAL4-hgDAF12 UAS-luciferase reporter, agonist luminescence; normalized to butyrate control. activation, % at 6.8 µM. 1.8% of 370,000 active. AID 687014;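 active means activation above a cutoff set at the mean of all screened compounds plus 3 SD, cut at about 10% in these data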;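 further: 0% = DMSO wells and 100% = sodium butyrate wells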
ADAM17 inh: inhibits human ADAM17; recombinant ADAM17, EDANS/DABCYL FRET peptide cleavage; inhibition, % at 6.95 µM; 0.83% of 370,000 active; AID 720648;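 active means inhibition above the mean of compounds lying between control limits plus 3 SD, set per campaign, cut at about 8.5% in these data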;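 further: 0% = DMSO-only wells as the low control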
ssDAF12 agonist: S. stercoralis DAF-12 activation, primary screen; HEK293 ssDAF-12/GRIP1 lit1-tk-luc reporter, luminescence; % of 3 µM dafachronic acid response; activation, % at 6.8 µM; 1% of 370,000 active; AID 652126;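 active means activation above the mean over all tested compounds plus 3 SD, cut at about 0.9% in these data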;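 further: 0% = DMSO-only wells and 100% = 3 µM delta7-dafachronic acid wells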
sPLA2-III inh: Inhibits HGIII-sPLA2 liposome hydrolysis, primary screen | Q9NZ20 | QFRET BODIPY PC-A2 liposome hydrolysis, fluorescence | inhibition, % at 12.2 µM | 0.56% of 370,000 active | AID 743126;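 active means inhibition above mean plus 3 SD of compounds lying within the high and low control bounds, cut at about 19% in these data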;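 further: 0% = median of test compound wells and 100% = no enzyme DMSO wells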
Target sequence (Q9NZ20 whole entry, looked up): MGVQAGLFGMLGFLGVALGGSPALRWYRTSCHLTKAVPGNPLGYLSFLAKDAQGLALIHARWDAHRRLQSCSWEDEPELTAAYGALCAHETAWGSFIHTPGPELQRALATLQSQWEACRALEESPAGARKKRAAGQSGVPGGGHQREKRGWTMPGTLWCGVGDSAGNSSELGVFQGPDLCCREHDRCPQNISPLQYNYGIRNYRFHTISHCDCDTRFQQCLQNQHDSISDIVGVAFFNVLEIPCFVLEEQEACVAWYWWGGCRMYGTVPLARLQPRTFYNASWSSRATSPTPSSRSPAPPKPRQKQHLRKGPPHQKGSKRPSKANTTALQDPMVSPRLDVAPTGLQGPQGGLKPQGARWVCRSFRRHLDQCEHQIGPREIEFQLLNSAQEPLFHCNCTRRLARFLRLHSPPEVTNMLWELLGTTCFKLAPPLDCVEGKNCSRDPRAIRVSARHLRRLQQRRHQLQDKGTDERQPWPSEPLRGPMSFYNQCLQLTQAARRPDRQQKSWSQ
PLC-beta3 inh: blocks human PLC-beta3 enzyme activity. Purified PLC-beta3, fluorogenic substrate, fluorescence. inhibition, % at 12.2 µM. 0.18% of 370,000 active. AID 720704; in the data active means inhibition above about 11%;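 further: 0% = median of compound wells on plate and 100% = full blocker control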
ADAM10 inh: inhibits human ADAM10. recombinant ADAM10, EDANS/DABCYL FRET peptide cleavage, 3 h. inhibition, % at 7 µM. 0.62% of 370,000 active. AID 720582;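 active means inhibition above a per-campaign cutoff equal to the mean of compounds falling between control-based bounds plus 3 SD, cut at about 20% in these data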;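 further: 0% = DMSO wells while the 100% control is not disclosed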
hcDAF12 agonist: H. contortus DAF-12 activation, primary screen; HEK293 hcDAF-12 lit1-tk-luc reporter, luminescence; 0% DMSO, 100% Δ7-dafachronic acid; activation, % at 6.8 µM; 1.4% of 370,000 active; AID 652067;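 active means activation above the mean of all tested compounds plus 3 SD, cut at about 5.5% in these data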;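 further: 100% = response to 3 µM Δ7-dafachronic acid high control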
DAX1 inh-1: DAX1 (NR0B1) inhibition, primary screen | HEK293T StAR-luciferase reporter, SF-1/DAX-1 repression relief | inhibition, % at 6.8 µM | 1.1% of 370,000 active | AID 652010;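 active means inhibition above the mean over all tested compounds plus 3 SD, cut at about 3.6% in these data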;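 further: 0% = DAX-1 cells with DMSO and 100% = cells lacking DAX-1 with DMSO; higher inhibition means more luminescence from relief of DAX-1 repression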
GAA850 FXN act: activators of GAA850 frataxin (FXN) promoter; 0.56% of 360,000 active; HEK293 lucGAA850 FXN promoter luciferase reporter, 24 h; percent of 10 µM SAHA response; activation, % at 6 µM;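 active means activation above the average of all compounds screened plus 3 SD, cutoff fixed separately per campaign, cut at about 7.5% in these data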;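 further: 0% = DMSO wells and 100% = 10 µM SAHA wells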
DAX1 inh-2: NR0B1 (DAX1) inhibition. P51843. HEK293 Gal4-DAX1 luciferase reporter, luminescence. inhibition, % at 6.75 µM. 0.99% of 340,000 active. AID 504766;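 active means inhibition above the mean over all tested compounds plus 3 SD, cut at about 4.2% in these data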;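 further: 0% = DAX1-transfected cells with DMSO and 100% = empty-vector control cells with DMSO; inhibition shows as a rise in luminescence from relieved DAX1 repression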
Target sequence (P51843 207-470 limits assumed): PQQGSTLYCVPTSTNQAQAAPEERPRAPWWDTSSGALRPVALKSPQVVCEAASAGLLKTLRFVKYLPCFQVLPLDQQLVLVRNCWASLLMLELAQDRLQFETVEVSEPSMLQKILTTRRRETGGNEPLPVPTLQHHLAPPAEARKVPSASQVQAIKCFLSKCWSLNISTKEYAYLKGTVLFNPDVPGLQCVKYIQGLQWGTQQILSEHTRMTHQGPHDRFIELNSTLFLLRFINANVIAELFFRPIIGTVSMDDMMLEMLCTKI
An asterisk follows results filed as active; i = inactive; x = not tested or not shown. An unsorted share of the library (roughly 6.9% active in at least one column).

SMILES	PLC-gamma1 inh	hgDAF-12 ag	ADAM17 inh	ssDAF12 agonist	sPLA2-III inh	PLC-beta3 inh	ADAM10 inh	hcDAF12 agonist	DAX1 inh-1	GAA850 FXN act	DAX1 inh-2
COc1ccc2oc(C(=O)N3CCN(C/C=C/c4ccccc4)CC3)c(C)c2c1	-2	-0.8	0	-1.1	-7	-17	-21	-1.2	-0.7	1.5	1.0
COc1ccc(Cl)cc1NC(=O)c1oc(C)nc1C	-4	-1.2	1	0.1	2	-4	1	1.9	0.0	2.1	2.0
COc1ccc(-c2cc3nc(-c4ccccc4)cc(N4CCN(C(=O)c5ccoc5)CC4)n3n2)cc1	i	-2.3	-216	-1.2	3	i	i	0.6	-2.2	-3.9	-1.5
CN(CC(=O)N1CCCCC1)S(=O)(=O)c1ccc(Cl)cc1	0	0.5	-5	-1.7	3	-4	-8	0.4	1.3	0.2	0.3
CC1CN=C(N(C(=O)Nc2ccccc2)c2ccc(F)cc2)S1 (configuration not stated)	4	-0.2	0	-0.5	2	1	14	1.0	1.6	0.7	-0.3
Cc1sc2ncnc(SCc3ccc(C(=O)O)cc3)c2c1C	0	-0.1	-3	-0.7	0	1	-5	-0.8	0.1	1.5	-1.5
CCCCP(=O)(CCCC)Cc1ccccc1O	5	-0.6	-2	-0.7	12	-2	-5	-0.8	0.0	0.8	-0.5
Cc1ccc(C)c(NC(=S)Nc2cccc3cnccc23)c1	-7	-1.2	3	-0.1	-2	-10	-1	0.4	-0.4	-1.2	0.2
CC[C@]12c3[nH]c4ccc(Cl)cc4c3CCN1C(=O)[C@@H](CC(=O)NCCC1=CCCCC1)C[C@@H]2C(=O)N1CCN(C(=O)c2ccco2)CC1	1	1.0	5	-1.5	-36	3	6	-1.4	0.2	-7.3	-1.3
COc1ccc(C(F)(F)F)cc1NC(=O)C(OC(=O)CNC(=O)c1ccccc1)c1ccccc1 (configuration not stated)	1	-1.3	1	-1.5	-5	1	6	-1.6	x	x	x
COC(=O)c1ccc(C)cc1C1CN=NC12Cc1cc(C)ccc1C2=O (configuration not stated)	1	-2.1	-5	0.0	1	-8	-9	2.0	-0.6	0.8	0.6
Cc1ccc(C(=O)C2CCN(CC(=O)NC3CCCCC3)CC2)cc1	-1	-3.3	-2	-0.7	2	-2	-4	-0.9	-0.6	1.4	-0.4
O=C(O)c1cccc(S(=O)(=O)N(Cc2ccccc2)c2ccccc2Cl)c1	-1	-0.7	-5	-1.3	-7	-6	2	-2.8	0.1	-1.2	0.1
COc1ccccc1N1CCN(C(=O)CSc2nc(C)c(C)c(=O)[nH]2)CC1	-1	0.5	-7	0.8	7	-6	-6	-1.7	0.3	-1.1	0.5
OCCN(Cc1ccccc1)Cc1cccc(C(F)(F)F)c1	7	-0.9	-1	-1.9	1	-1	-4	-1.2	-0.5	1.8	-0.3
CCN(Cc1ccccc1)C(=O)c1c(-c2ccccc2Cl)noc1C	0	-1.6	-1	-1.5	-3	-4	5	-2.1	-0.4	-0.8	-0.1
Cc1ccc(NC(=O)c2cc([N+](=O)[O-])ccc2Cl)c(O)c1	2	6.9	1	1.5*	-22	2	7	6.4*	-1.6	2.2	-0.1
Cc1cc(OCC(=O)Nc2ccc(Br)cc2)cc2c1C(=O)CC(C)(C)O2	-1	-7.7	-3	-0.5	9	-7	3	-1.0	-0.1	0.6	x
Cc1cccc(NC(=O)NC2CCCc3ccccc32)c1 (configuration not stated)	-2	0.5	3	-1.1	-20	-4	2	-1.6	0.0	0.8	1.2
COCC(=O)OC/C(O)=C(\C#N)c1nc2ccccc2[nH]1	-19	-4.1	-5	-1.7	-3	-28	-8	-1.6	-1.7	7.3	4.7*
O=C(c1cccc(S(=O)(=O)N2CCN(c3ccccc3)CC2)c1)N1CCN(c2ccccc2O)CC1	2	0.3	-2	-0.7	-9	-6	1	-0.1	-1.6	0.1	0.9
Nc1nnc(-c2cn(-c3ccccc3)nc2-c2ccc(Cl)cc2)o1	-2	1.2	-3	-1.0	-8	-14	-3	-3.0	-0.6	1.7	-1.8
COc1ccc(Cc2noc(CN3CCCC(OCc4ccccn4)C3)n2)cc1OC (configuration not stated)	7	-0.7	4	-1.4	2	1	9	-1.3	0.1	2.8	-0.6
Cc1ccc(NC(=O)NNC(=O)CCn2nc(C)c([N+](=O)[O-])c2C)cc1C	0	-1.9	-1	-2.0	-9	6	-7	0.6	0.1	x	x
CC(C)Oc1ccc2ccccc2c1CNC[C@H]1O[C@@H](n2ccc(=O)[nH]c2=O)[C@H](O)[C@@H]1O	-2	2.1	-3	-1.0	6	-2	-17	-0.2	-0.7	x	x
O=C(Cc1cccc(C(F)(F)F)c1)NCC(=O)Nc1cc(Cl)ccc1Cl	6	0.2	0	-0.4	1	-1	1	0.8	-0.5	-0.6	0.2
Clc1ccc(-n2ncc3c(NCC4CCCO4)ncnc32)cc1 (configuration not stated)	1	14*	-1	0.4	4	1	-8	3.3	7.1*	-1.2	2.3
Cc1cc(SC#N)cc(C)c1NC(=O)CCl	7	0.3	-1	-1.1	8	0	10	-0.4	-1.9	-0.8	-1.3
CCN(CC)S(=O)(=O)c1ccc2c(c1)N(CC(=O)Nc1cccnc1Cl)C(=O)CO2	1	-1.9	0	-1.7	0	1	7	1.0	-0.4	0.6	0.8
Fc1ccc(C(CCNCc2cccs2)c2ccco2)cc1 (configuration not stated)	-2	4.7	0	-1.1	-10	-2	-3	-0.8	0.3	-0.9	2.2
CCOC(=O)CC[C@@H]1CC[C@]2(CCCN(C(=O)c3ccno3)C2)O1	0	4.3	-1	-1.5	0	2	0	-1.4	0.5	x	x
Cn1c(=O)c2c(SCC(=O)Nc3ccc4c(c3)OCCO4)nc(CC(C)(C)C)nc2n(C)c1=O	2	3.3	-2	-1.3	2	1	8	2.2	0.2	-1.2	-0.1
CC(=O)N/C(=C\c1ccccc1Cl)C(=O)O	0	-0.1	0	-0.9	-3	2	4	-1.6	-0.2	-0.5	-1.3
Cc1cc(Br)ccc1NC(=O)CN1C(=O)CCC1=O	-2	1.1	-1	-1.5	2	0	5	1.5	-1.0	-2.2	-0.2
Fc1cc(Br)ccc1NC(=S)Nc1cccnc1	0	-0.5	-1	-1.4	4	-3	8	-1.0	0.1	1.3	0.1
CCOC(=O)c1cc2sc(C)cc2n1CC(=O)N(CC)CC	1	-0.1	-2	-0.9	5	-3	1	-0.2	0.0	-0.4	-1.0
Cc1nn(-c2ccc(N3CCCCC3)nn2)c(C)c1CCC(=O)Nc1ccc(F)c(F)c1	-4	6.1	3	-1.0	-25	-18	0	6.4*	1.1	4.7	-0.5
Cc1cc(C(C)(C)C)cc(C)c1COC(=O)CN1C(=O)NC2(CCCC2)C1=O	1	-1.1	3	-0.7	-5	-6	-2	-0.3	-1.2	0.6	0.5
C[C@H](NC(=O)[C@H]1N2C(=O)c3ccccc3C2SC1(C)C)C(=O)N1CCN(C)CC1 (some centres not stated)	0	0.1	-3	-1.0	9	-10	2	-0.2	-0.3	-2.3	0.8
Cc1ccc(CCNC(=O)CN(C)S(=O)(=O)c2cnc[nH]2)cc1	-2	-2.3	2	-0.1	1	1	8	-2.6	-0.2	0.3	-0.1
COc1cc(OC)c(C2C=CC(=O)CC2)c(OC)c1 (configuration not stated)	0	-1.3	-3	-1.1	9	-1	-1	-2.5	-1.8	x	x
Cc1cc2cc(CN(Cc3cccs3)C(=S)NCc3ccco3)c(=O)[nH]c2cc1C	-1	-1.9	5	-1.3	-5	-3	-2	-1.5	-0.6	-0.8	-0.6
Cc1ccc(OCC(=O)Nc2nc(C)c(Cl)cc2Cl)c([N+](=O)[O-])n1	1	-1.5	-7	-1.3	17	-11	-12	3.5	-0.2	0.9	-0.3
O=C(O)Cc1ccc2sc(-c3ccccc3)nc2c1	-6	0.7	-5	-1.2	-1	-7	-14	3.2	0.6	3.8	-1.5
CCc1nnc(NS(=O)(=O)c2ccc(NC(=O)CCC(=O)OC)cc2)s1	1	0.6	0	-1.1	3	-5	0	-0.8	0.7	2.2	1.0
O=C(Nc1ccc2c(c1)OCO2)c1ccc2sc([C@@H]3O[C@H](CO)[C@@H](O)[C@H]3O)nc2c1	2	3.4	0	-1.3	3	2	-1	0.0	1.2	0.9	x
CC(O)(c1ccc(F)c(F)c1)c1nc(-c2cc3ccccc3o2)cs1 (configuration not stated)	-3	-1.1	9.6*	-1.4	-12	0	27*	1.7	-1.4	1.2	x
Cc1cc(C(=O)Nc2nnc(C3CCCCC3)s2)cs1	2	3.8	-3	-0.3	6	2	-6	2.9	1.1	4.8	1.8
CCC[C@H]1[C@@H](NC(=S)Nc2ccccc2Cl)CC[C@@]23CCCN2C(=O)CCC[C@@H]13	-2	-1.4	-1	-1.0	0	1	3	-2.2	x	x	x
Oc1cc2c(cc1CN1CCc3ccccc3C1)OCO2	-3	1.2	-3	-0.4	7	-10	-5	0.5	-1.4	4.1	0.1
CN1CCN(c2ccc(-c3cc(NC=O)c4ncc(-c5ccc(F)cc5)n4c3)cc2)CC1	-103	17*	-9	0.4	2	-156	-26	0.1	0.6	6.1	x
COc1ccc(CCN(C)CCC(=O)Nc2ccc(C)cc2)cc1OC	0	2.3	0	-0.9	0	-1	5	-0.8	0.4	0.3	-0.2
